TEAD-YAP block = TEAD-YAP interaction inhibition; HEK-TIYL cells, TEAD-Gal4/YAP UAS-luciferase luminescence; inhibition, % at 9.12 µM; 1.4% of 640,000 active; in the data active = inhibition above about 32%;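 note: 0% = median of test compound wells and 100% = reference inhibitor wells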
FBW7 act = human FBW7 E3 ligase activation, primary screen. AlphaScreen FBW7–phospho-cyclin E peptide binding, activator screen. normalized activity (activation), % at 26.1 µM. 0.13% of 650,000 active; in the data active = normalized activity above about 1.9%;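 note: purified mutant Fbw7 with reduced substrate affinity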
MITF inh = blocks human microphthalmia-associated transcription factor | AlphaScreen MITF homodimerization, bead proximity signal | inhibition, % at 2.6 µM | 0.91% of 650,000 active | AID 1259374; in the data active = inhibition above about 50%;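 note: 0% = vehicle wells with protein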
Target sequence (O75030 whole entry, looked up): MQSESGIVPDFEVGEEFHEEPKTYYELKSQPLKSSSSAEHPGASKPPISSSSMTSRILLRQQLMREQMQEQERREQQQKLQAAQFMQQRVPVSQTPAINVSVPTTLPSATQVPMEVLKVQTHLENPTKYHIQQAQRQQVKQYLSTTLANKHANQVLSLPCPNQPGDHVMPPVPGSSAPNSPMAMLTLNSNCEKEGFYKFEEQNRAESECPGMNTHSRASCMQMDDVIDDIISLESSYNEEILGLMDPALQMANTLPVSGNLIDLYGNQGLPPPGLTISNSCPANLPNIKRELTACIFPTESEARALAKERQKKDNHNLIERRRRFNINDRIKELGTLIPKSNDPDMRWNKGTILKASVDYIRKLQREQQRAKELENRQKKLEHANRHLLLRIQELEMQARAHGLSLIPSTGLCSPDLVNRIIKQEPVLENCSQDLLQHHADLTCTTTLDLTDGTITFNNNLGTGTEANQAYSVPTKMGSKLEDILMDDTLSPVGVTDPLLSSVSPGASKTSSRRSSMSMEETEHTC
GPR151 activ = activators of human GPR151. AID 1508602. activation, % at 11.2 µM. PathHunter beta-arrestin GPR151 cells, luminescence. 1% of 650,000 active; in the data active = activation above about 4.9%;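 note: 0% = median of compound wells and 100% = cells with positive control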
Target sequence (Q8TDV0 whole entry, looked up): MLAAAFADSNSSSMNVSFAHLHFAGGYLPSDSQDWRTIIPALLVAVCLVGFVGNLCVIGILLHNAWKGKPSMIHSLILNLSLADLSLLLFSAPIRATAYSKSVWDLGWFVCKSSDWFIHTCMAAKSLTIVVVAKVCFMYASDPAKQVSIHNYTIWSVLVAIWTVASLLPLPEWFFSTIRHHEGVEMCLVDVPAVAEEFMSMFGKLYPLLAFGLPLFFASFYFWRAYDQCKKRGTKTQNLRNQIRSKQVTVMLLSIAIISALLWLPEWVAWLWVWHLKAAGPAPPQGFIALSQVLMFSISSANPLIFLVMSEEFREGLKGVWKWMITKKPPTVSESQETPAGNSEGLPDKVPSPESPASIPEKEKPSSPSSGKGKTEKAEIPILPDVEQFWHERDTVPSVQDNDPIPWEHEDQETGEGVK
Numbers without * were called inactive; . = not tested or not shown. The order is random. About 3.5% of those tested had a hit in this group.

Molecule,TEAD-YAP block,FBW7 act,MITF inh,GPR151 activ
COc1ccc(N2C(=O)c3cccc4c(N(C)CCO)ccc(c34)C2=O)cc1,-22.6,0.4,-10.6,-0.2
CN(C)c1ccc(/C=C2\N=C(c3ccc(Cl)c([N+](=O)[O-])c3)OC2=O)cc1,0.0,0.1,7.4,-1.5
CN1C[C@@H]2C[C@@H](c3cccc(C(F)(F)F)c3)N3CCC[C@@]23C1=O,-5.4,0.0,6.7,-0.6
O=C(CN1C(=O)c2ccc(Br)cc2C1=O)OCC(=O)c1ccc(Cl)c([N+](=O)[O-])c1,4.4,0.1,24.3,0.2
OCCC1CN(C/C=C/c2ccco2)CCN1Cc1ccccc1 (centres undefined),13.1,0.5,15.7,-1.4
O=C(N1CCc2c(nc(N3CCOCC3)[nH]c2=O)C1)C1(c2ccc(Cl)cc2)CCC1,1.2,-0.1,5.7,-0.1
CCc1ccc(NC(=O)CN(c2ccc(OC)cc2)S(=O)(=O)c2c(C)noc2C)cc1,10.2,0.7,22.7,0.3
CCN1/C(=C/c2ccc3cc(OC)ccc3[n+]2CC)Sc2cc(C)c(C)cc21,66.7*,-1.5,4.4,10.6*
O=C(CN1CCCCCC1)Nc1ccccc1,-8.7,-0.3,40.1,-0.1
CCN(Cc1ccncc1)Cn1nc(C(=O)O)c2ccccc21,-5.2,-0.3,-3.5,-1.4
O=C1NCCCC1C(=O)NCCNC(=O)C(F)(F)F (centres undefined),-3.1,0.1,1.6,-0.2
CCOC(=O)c1c(/N=C/N(C)C)sc(C=C2C(=O)CCCC2=O)c1-c1ccccc1,-2.9,0.1,-3.5,-0.8
CCN(c1ccccc1)S(=O)(=O)c1cc(C(=O)Nc2ccccc2Cl)ccc1F,-8.5,-0.1,11.1,-0.1
Cc1nc(NCc2cccc(Cl)c2)sc1-c1ccn(C)n1,-17.8,0.0,12.2,0.3
COc1ccccc1C(=O)N1CCN(c2ccccc2OC)CC1,8.0,-0.1,-7.8,1.9

Quoted from the listing:
`CCN(Cc1ccncc1)Cn1nc(C(=O)O)c2ccccc21` – FBW7 act: -0.3
`CN(C)c1ccc(/C=C2\N=C(c3ccc(Cl)c([N+](=O)[O-])c3)OC2=O)cc1` – TEAD-YAP block: 0.0
`COc1ccccc1C(=O)N1CCN(c2ccccc2OC)CC1` – GPR151 activ: 1.9

Remaining list, next part.
Molecule,TEAD-YAP block,FBW7 act,MITF inh,GPR151 activ
O=C(COc1ccccc1)Nc1c2c(nn1-c1ccc(F)cc1)CS(=O)(=O)C2,3.1,0.8,9.2,-2.7
CSc1cccc2sc(N(CCN(C)C)C(=O)c3ccc(F)cc3)nc12,0.9,-0.2,1.0,0.1
COc1ccc(C2Nc3ccccc3C(=O)N2c2ccc(Br)cc2)cc1 (centres undefined),-71.6,0.3,12.1,-1.0
Nc1cc2c(cc1Br)OCCO2,10.5,0.1,-4.9,-0.6
CCOc1ccc(S(=O)(=O)Nc2ccc3c(c2)CN(C(=O)C2CC2)CC3)cc1F,-5.8,-0.1,1.3,-1.0
CC(C)c1nnc2n1CCN(Cc1cc(Cl)ccc1O)CC2,8.8,-0.1,-3.4,-1.0
O=C(CCCCCn1c(=S)[nH]c2cc3c(cc2c1=O)OCO3)NCCCN1CCCC1,-6.6,-0.1,-6.6,3.9
O=C(COc1cccc(Cl)c1)N/N=C/c1ccc(Br)s1,-3.0,0.1,-4.3,1.3
COc1ccc(/C=C(/NC(=O)c2cc(OC)c(OC)c(OC)c2)C(=O)NC(CCC(=O)O)C(=O)O)c(OC)c1 (centres undefined),-1.5,0.0,-16.3,0.1
Cn1c(=O)c2c(nc(N3CCCCCC3)n2CC(=O)c2ccc(Br)cc2)n(C)c1=O,8.9,0.0,12.3,0.2
CC(=O)c1ccc(NC(=O)CSc2nc3ccc(NC(=O)c4ccc(C)cc4)cc3s2)cc1,-9.6,0.1,4.5,-0.8
CCCCCN1CCCC1C(=O)Nc1c(C)cc(C)cc1C (centres undefined),-7.2,0.7,20.2,-1.4
CC(C)(SC1CC(=O)N(c2cccc3ccccc23)C1=O)C(N)C(=O)O (centres undefined),-6.7,-0.1,5.0,1.2
COc1cccc(N2CCN(c3nc(C)cc(C)c3C#N)CC2)c1,8.6,-0.1,-1.3,0.3
Cc1ccc(C(=O)COC(=O)C(Cc2c[nH]c3ccccc23)NC(=O)c2ccc(Br)cc2)cc1 (centres undefined),-13.3,0.0,-4.0,1.7
O=C(NC(=S)N1CCN(c2ccc([N+](=O)[O-])cc2)CC1)c1ccccc1,-13.7,-0.1,-18.1,0.9
COC(=O)CSc1nnc(CSc2ncccn2)n1C1CCCCC1,4.1,-0.2,4.0,-0.1
CCOc1ccc(C(=O)C2CCN(Cc3nnnn3Cc3ccc(F)cc3)CC2)cc1,18.1,-0.1,-5.6,-1.0
COc1cc(C)c(CN2CCc3nnc(C(CC(C)C)NC(C)=O)n3CC2)cc1C (centres undefined),4.8,0.0,16.5,1.2
CCc1ccc(NC(=O)C(=O)N/N=C(\C)CC(=O)NCc2ccc(Cl)cc2)cc1,-6.7,-0.1,-7.6,0.4
Cc1c(N2C(=O)S/C(=C\c3ccc(N(C)C)cc3)C2=O)c(=O)n(-c2ccccc2)n1C,15.7,0.0,9.2,0.1
CCCCCOC(=O)c1ccc2c(c1)C(=O)N(c1ccc(OC)cc1)C2=O,-0.8,0.1,13.2,1.5
O=C([C@H](O)c1ccccc1)N1CCC(Nc2ccc3[nH]ncc3c2)CC1,10.5,-0.5,-1.8,-0.8
Cc1cccc(C(=O)N/N=C2/CC(=O)CC(C)(C)C2)c1,-3.5,0.6,0.8,0.2
CC(C)CCNC(=O)CN(c1cccc(C(F)(F)F)c1)S(C)(=O)=O,1.6,-0.2,-11.9,3.1
Cc1cnc2c(c1SCC(=O)NC1CCCCC1)c(=O)n(C)c(=O)n2C,9.9,-0.2,10.3,0.3
Cc1ccc(NC(=O)CS(=O)CC(=O)Nc2ccc3c(c2)CCC3)cc1 (centres undefined),-7.0,-0.2,-7.0,0.6
CCOc1cc(/C=N/Nc2nnc(C(C)(C)C)c(=O)[nH]2)ccc1O,6.8,-0.1,1.0,2.4
COc1ccc(OCc2nc3ccccc3n2C)cc1,-5.8,0.0,12.8,-6.0
O=C(Nc1cccc(F)c1)c1cccnc1Cl,0.5,0.1,-8.7,1.4
COc1ccc(-c2cc3ccc(OC(C)C(=O)O)cc3oc2=O)cc1 (centres undefined),1.5,-0.1,-3.2,4.2
O=C(O)CC12CC3CC(C1)CC(c1ccccc1)(C3)C2,11.2,0.1,-6.7,0.0
CCc1cccc(OCCCN2C(=O)NC(C)(C)C2=O)c1,-8.1,-0.1,-3.7,-0.8
CCOC(=O)c1ccc2[nH]cc(C(=O)c3ccccc3)c(=O)c2c1,-12.3,0.1,2.5,1.9
Cc1cc(C)c2cc(C)c3nn(CC(=O)N4CCC(C(N)=O)CC4)c(=O)n3c2c1,7.8,-0.1,10.5,0.1
COc1cccc(C(=O)NNC(=S)NCc2ccco2)c1,-5.2,-0.1,-0.8,4.2
CCOc1cc(/C=C2/NC(=S)NC2=O)ccc1OCC(=O)O,-0.1,0.6,-5.3,-0.8
COc1ccc(-c2cc(C(=O)NCCN3CCOCC3)c3ccccc3n2)cc1OC,0.1,0.1,13.8,1.1
CNS(=O)(=O)c1ccc(NC(=O)c2ccc(C)o2)cc1,-5.5,-0.2,-2.2,0.2
Cc1ccc(-c2cc(C(F)(F)F)n3ncc(C(=O)N4CCN(c5cccc(Cl)c5)CC4)c3n2)cc1,-0.6,-0.1,-10.7,-1.1
COc1ccccc1NC(=O)c1ccccc1NC(=O)c1ccc([N+](=O)[O-])cc1,5.1,0.8,9.3,0.1
C=CCNCCC1CCC(=O)N1Cc1ccco1 (centres undefined),4.3,0.0,3.2,-0.9
COc1cc(CN2CCN(C(=O)c3ccccc3)CC2)cc(OC)c1OC,-1.6,-0.2,12.1,2.9
N#Cc1ccccc1CSc1nc2ccsc2c(=O)n1Cc1ccccn1,-46.9,-0.1,3.8,-1.8
Cc1c(NC(=O)c2cc(CC(C)C)on2)c(=O)n(-c2ccccc2)n1C,-5.2,0.0,-7.5,0.1
CCSc1nnc(NC(=O)c2ccc(Cl)c(Cl)c2)s1,0.3,-0.1,-4.0,0.0
CC(C)(CO)NC(=O)c1cc(Nc2ccc3[nH]ncc3c2)ccn1,-4.8,0.5,14.7,1.9
O=C(NCCCNCCCNC(=O)/C(=N/O)c1ccccc1)/C(=N/O)c1ccccc1,-6.4,0.1,10.4,5.4*
Cc1ccc(C)c(OCc2nnc(SCC(=O)NC(=O)NCc3ccco3)o2)c1,7.0,-0.1,-2.1,0.3
Cc1cc(Cl)ccc1OCCCC(=O)NCCCn1ccnc1,-3.3,0.1,3.9,0.3
Cc1c(NC(=O)c2c(Cl)cccc2Cl)c(=O)n(-c2ccccc2)n1C,1.9,0.0,-2.1,1.0
C=CCN(C)CCCCCCOc1ccc(C(=O)c2ccc(Br)cc2)c(F)c1,.,.,2.7,2.2
CCOC(=O)c1ccc(NC(=O)CC2CCCCC2)cc1,-44.0,0.1,-4.3,0.2
COc1ccc(OC)c(-c2nc3nnc(C)n3[nH]2)c1,3.2,0.1,-6.8,-0.1
O=C(c1ccccc1F)N1CCN(Cc2nc3sc4c(c3c(=O)[nH]2)CCCC4)CC1,7.3,0.0,4.3,2.5
Cc1ccc(-n2nc3cc(C)c(NC(=O)COc4ccc(Cl)c(C)c4)cc3n2)cc1,-0.4,-0.1,-3.1,-0.6
COc1cc(NC(=O)CN2C(=O)c3ccccc3C2=O)c(C(=O)O)cc1OC,-5.2,-0.5,-1.4,-0.2
CC(=O)c1c(C)[nH]c(C(=O)Nc2nnc(C)s2)c1C,-0.1,0.5,1.4,0.3
CCOc1cc(/C=N/n2cnnc2)ccc1OCCOc1ccc(C)cc1,2.7,0.2,3.8,0.0
O=C(O)CC12CC3CC(C1)CC(n1ncc(NC4CCCCCCC4)c(Cl)c1=O)(C3)C2,11.2,-0.1,-0.3,-0.2

Reformatted: two of the compounds above.
> COc1ccc(OC)c(-c2nc3nnc(C)n3[nH]2)c1
  TEAD-YAP block = 3.2; FBW7 act = 0.1; MITF inh = -6.8; GPR151 activ = -0.1

> Cc1c(NC(=O)c2c(Cl)cccc2Cl)c(=O)n(-c2ccccc2)n1C
  TEAD-YAP block = 1.9; FBW7 act = 0.0; MITF inh = -2.1; GPR151 activ = 1.0

The results go on:
Molecule,TEAD-YAP block,FBW7 act,MITF inh,GPR151 activ
O=C(O)c1ccc(CS(=O)c2cccc(C(F)(F)F)c2)o1 (centres undefined),7.6,0.1,8.8,-2.0
COc1ccccc1NC(=O)N1CCN(c2cc(-n3ccnc3)nc(C)n2)CC1,-8.6,0.1,8.6,-0.9
CC1(C)CC(=O)C2=C(C1)OC1=C(C(=O)CC(C)(C)C1)C2c1ccc(-c2ccc(Cl)cc2Cl)o1,9.7,-0.1,7.4,2.2
Cc1ccccc1N/C(SCc1ccc(Cl)cc1)=C(/C#N)C(=O)NCc1cccs1,0.0,-0.2,-4.9,0.2
CC1OC(NNC(=O)c2ccc(O)cc2)C(O)C(O)C1O (centres undefined),-12.9,0.1,-14.5,0.9
COc1ccc(NC(=O)c2ccc3c(=O)n(-c4cc(C(F)(F)F)ccc4Cl)c(=S)[nH]c3c2)cc1OC,0.8,0.2,18.4,-0.4
CCOC(=O)c1c(NC(=O)C(C)Sc2nnc(CNC(=O)c3cccc(OC)c3)n2Cc2ccccc2)sc2c1CCC2 (centres undefined),2.9,-0.1,18.4,-0.5
COc1ccc(/C=C/C(=O)N2CCc3nnc(CNC(=O)C4CC4)n3CC2)cc1,6.8,-0.1,4.9,-0.7
CCCNC(=O)N1CCC(c2nc(-c3ccncc3)n[nH]2)CC1,-2.1,0.1,13.2,0.6
COc1ccc(C2=NN3C(C2)c2ccccc2OC3c2ccc(F)cc2)cc1OC (centres undefined),-46.3,-0.1,2.0,0.2
CC(C)C(NC(=O)OCc1ccccc1)C(=O)O (centres undefined),-18.4,-0.5,13.5,-0.8
Cc1sc2ncnc(SCC(=O)Nc3nc4c(s3)CC(C)(C)CC4=O)c2c1C,10.1,0.4,14.5,-0.8
O=C(CSc1nc2ccc([N+](=O)[O-])cc2s1)NC1CCCCC1,-3.6,0.0,13.9,1.2
Cc1cc(S(=O)(=O)NCCc2csc(-c3cccc(F)c3)n2)ccc1F,-18.7,0.1,-7.8,-1.0
O=C(CCC(=O)c1ccc(Br)cc1)Nc1cccnc1,-5.2,-0.2,4.7,-0.5

Molecules above with a cyano group, in the order listed:
Molecule,TEAD-YAP block,FBW7 act,MITF inh,GPR151 activ
COc1cccc(N2CCN(c3nc(C)cc(C)c3C#N)CC2)c1,8.6,-0.1,-1.3,0.3
N#Cc1ccccc1CSc1nc2ccsc2c(=O)n1Cc1ccccn1,-46.9,-0.1,3.8,-1.8
Cc1ccccc1N/C(SCc1ccc(Cl)cc1)=C(/C#N)C(=O)NCc1cccs1,0.0,-0.2,-4.9,0.2

Additional records.
Molecule,TEAD-YAP block,FBW7 act,MITF inh,GPR151 activ
O=C(CSc1ccccc1)N1c2ccccc2Sc2ccccc21,-1.1,0.2,12.1,0.7
O=C(O)CCCC(=O)Nc1cccc2c(NC(=O)CCCC(=O)O)cccc12,-1.3,0.0,-7.6,0.5
COC(=O)c1ccc(C(=O)OC)c(NC2c3ncccc3C(=O)N2Cc2cccs2)c1 (centres undefined),-10.2,-0.1,0.9,0.9
CC1CCN(S(=O)(=O)c2ccc3c(c2)OCC(=O)N3CC(=O)N2CCCCCC2)CC1,-2.1,-0.1,11.0,-1.0
Oc1cccc(C2N(Cc3ccccc3)CCN2Cc2ccccc2)c1,6.6,-0.1,6.0,0.9
